Bioassay records from PubChem.
TRPM1 prom inh = inhibitors of MITF-dependent TRPM1 promoter reporter, primary screen, cell-based, SK-MEL-5, single point, luciferase; SK-MEL-5 TRPM1 promoter luciferase, 24 h; inhibition, % at 12.5 µM; 330,000 tested, 0.83% active;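 active = mean inhibition across replicates of 60% or more, whatever share of single replicates reaches that level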; also: values of inactives mirror those of a sister screen read the other way
CF NFkB inh = inhibitors of PAF-induced NF-kB signaling, primary screen, cell-based, GFP fluorescence, uHTS; KKLEB NF-kB-GFP reporter, GFP fluorescence overnight; inhibition, % at 5 µM; 360,000 tested, 0.86% active;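 active = at least 50% inhibition at 5 µM, scaled per plate between neutral and stimulator controls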;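 also: PAF is a Pseudomonas aeruginosa culture filtrate used as stimulus; plate controls were PAF-stimulated DMSO wells for no effect and unstimulated DMSO wells for full effect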
iPSC survival up = enhancers of single-cell hiPSC survival, primary screen, ATPlite luminescence; 100% = ROCK inhibitor wells, 0% = DMSO; survival enhancement, % at 20 µM; 360,000 tested, 0.044% active; AID 602274, 2012; in the data active = survival enhancement above about 18%;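 also: cells exposed to compounds for 16 hours before the ATP read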
NR2E3 ag-1 = inhibitors of NR2E3-RetCOR corepressor binding, primary screen, NR2E3 agonist project, biochemical, TR-FRET, GST-NR2E3, biotin-RetCOR. 1536-well. AID 2300, 2010. inhibition of corepressor binding, % at 4.78 µM. Photoreceptor-specific nuclear receptor (Homo sapiens), Q9Y5X4. 320,000 tested, 0.12% active;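 active = percent inhibition above the cutoff of mean plus 3 SD of all tested compounds, set per screening campaign, cut at about 20% in these data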;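 also: 0% = DMSO wells and 100% = biotin wells as full block of FRET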
Target sequence (Q9Y5X4 whole entry, looked up): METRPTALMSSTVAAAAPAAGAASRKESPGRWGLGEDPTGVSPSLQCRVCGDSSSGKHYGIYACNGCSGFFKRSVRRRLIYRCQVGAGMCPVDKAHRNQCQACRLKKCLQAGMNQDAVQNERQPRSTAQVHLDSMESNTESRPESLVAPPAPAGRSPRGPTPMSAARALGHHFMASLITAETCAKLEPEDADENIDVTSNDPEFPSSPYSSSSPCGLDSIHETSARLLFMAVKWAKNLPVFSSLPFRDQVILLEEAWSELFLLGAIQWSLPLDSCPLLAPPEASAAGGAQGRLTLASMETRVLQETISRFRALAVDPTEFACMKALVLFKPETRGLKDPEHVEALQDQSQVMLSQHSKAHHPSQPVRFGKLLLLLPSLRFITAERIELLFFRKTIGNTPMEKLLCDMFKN
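Test system: GST-NR2E3 and biotin-RetCOR proteins | Quantity: 1.35 nM GST-tagged NR2E3 final | Medium: Tris pH 7.5 | Also added: 7 nM biotin-RetCOR | Dosing: Compound at 4.8 µM, single dose | Timing: 5 h at 4 °C | Detection: Time-resolved FRET | Read-out basis: Percent inhibition | Benchmarks: Biotin wells as high control, 0.6% DMSO wells as low control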
NR2E3 ag-2 = NR2E3 agonists in two-hybrid cells, primary screen, cell-based, luminescence, CHO-S, Gal4-NCOR/VP16-NR2E3 | 360,000 tested, 0.35% active | luciferase | inhibition of corepressor binding, % at 3.98 µM | Photoreceptor-specific nuclear receptor (Homo sapiens), Q9Y5X4 | AID 602229, 2012;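 active = inhibition above the mean of all tested compounds plus 3 SD, cut at about 70% in these data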;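 also: 0% = DMSO with NR2E3 transfected cells and 100% = cells lacking NR2E3 construct; higher means lower luciferase signal from less NR2E3 corepressor binding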
Peg3 prom inh = Peg3 promoter-driven luciferase inhibitors, primary screen, cell-based, HeLa, luciferase luminescence | HeLa PEG-Prom luciferase reporter, overnight | inhibition, % at 20 µM | 360,000 tested, 1.7% active | AID 588405, 2011;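 active = inhibition of at least 50% at 20 µM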
TWEAK Fn14 block = inhibitors of TWEAK-Fn14 signaling, primary screen, luciferase reporter cells, uHTS. inhibition, % at 10 µM. TWEAK-stimulated Fn14 reporter cells, luciferase luminescence, 8 h. 360,000 tested, 2% active. AID 1159606, 2016; in the data active = inhibition above about 50%
Shn3 3UTR inh = reduction of Shn3 3'UTR firefly luciferase signal, primary screen, Schnurri-3 inhibitor project, cell-based, Clone20 osteoblasts, set 2; Clone20 osteoblast Shn3 3'UTR firefly luciferase, 24 h; inhibition, % at 12.5 µM; 360,000 tested, 0.52% active;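 active = mean inhibition of at least 75% with every replicate also reaching 75%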;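 also: 0% = median of neutral control wells and 100% = pilot-screen positive control compound; some compounds past the cut are filed as inactive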
aDG glyco up = activators of alpha-DG glycosylation, primary screen, uHTS, Pro5-aDG cells, AlphaScreen. alpha-DG glycosylation AlphaScreen (IIH6); 0% Pro5, 100% B10-LARGE cell signal. activation, % at 10 µM. 360,000 tested, 0.22% active;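 active = activation of at least 8% versus controls, or a plate z-score of at least 8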;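 also: Pro5 are CHO cells carrying HIG-tagged alpha-DG that lacks glycosylation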
HIF-2a block = HIF-2a reporter inhibitors, primary screen, luminescence, 786-0 RCC cells. 786-0 RCC cells HIF-2a reporter, luciferase luminescence, overnight. inhibition, % at 18.8 µM. 360,000 tested, 0.72% active;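 active = inhibition of the luminescence signal of 40% or more relative to plate controls, in a single-dose primary screen at 18.75 µM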
KKLEB cytotox = cytotoxicity in KKLEB CF airway cells, primary screen, cytotoxicity control for CF NF-kB inhibitor project, cell-based, uHTS, fluorescence assay plates | AID 602141, 2011 | 360,000 tested, 0.36% active | activity change (cytotoxicity), % at 5 µM | KKLEB CF airway cells viability, ATPlite luminescence, overnight; hits give low values; cells stimulated with P. aeruginosa culture filtrate;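 active = corrected activity change at or below -50% at 5 µM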
Active calls of the source: *; · = not tested or not shown; & = joins results of further samples.

SMILES	TRPM1 prom inh	CF NFkB inh	iPSC survival up	NR2E3 ag-1	NR2E3 ag-2	Peg3 prom inh	TWEAK Fn14 block	Shn3 3UTR inh	aDG glyco up	HIF-2a block	KKLEB cytotox
CCOc1ccc(S(=O)(=O)N(C)c2ccc(OCC(=O)NCc3ccc(C(=O)OC)cc3)cc2)cc1	10	-8	-0.1	5	1	8	-2	-65	-0.1	8	15
CCCCc1nc(NCc2ccccc2)c(C#N)c2c1COC(C)(C)C2	2	9	-0.8	-1	-27	17	-12	10	0.4	24	-14
CN(CC(=O)O/N=C(\N)c1ccccn1)S(=O)(=O)c1cc(Cl)ccc1Cl	-6	7	5.1	-1	-42	3	-29	-11	-0.4	-30	-4
COc1cccc(CN(C)C(=O)c2cccc(S(=O)(=O)N3CCN(c4ccc(F)cc4)CC3)c2)c1OC	40	-2	-0.1	4	64	30	38	82	3.5*	14	-7
COC(=O)C1=C[C@@H](C(=O)OC)[C@@H]2C3=C(C(=O)[C@@]2(C)NC(=O)c2ccccc2)[C@H](c2ccccc2)[C@@H]2C(=O)NC(=O)[C@@H]2[C@@H]3C1	6	18	1.0	2	25	10	5	2	-0.2	16	-6
COc1ccc(-c2n[nH]c(C)c2-c2ccc(Cl)cc2)c(O)c1OC	12	-8	-2.2	-3	-14	72*	55*	39	-0.6	15	-26
O=S1(=O)CCN(Cc2ccc(F)cc2)CC1	10	-6	3.3	1	19	6	-7	10	-0.4	12	2
CC(=O)c1nc(N2C(=O)CC(Cc3ccc(C)cc3)C2=O)sc1C (stereo not drawn)	-13	-4	4.1	9	-27	20	4	2	0.1	14	5
CCCc1nn(C)c2c1C(c1ccncc1)C(C#N)=C(N)O2 (stereo not drawn)	5	3	0.7	0	4	-1	7	-11	0.1	7	7
O=C(Nc1ccc(CN2CCCCC2)cc1)c1ccc(Br)o1	-39	-9	0.2	2	-18	-115	0	-30	0.1	-108	-8
CC(=O)NC[C@H]1O[C@@H](n2ccc(N)nc2=O)[C@H](O)[C@@H]1O	·	0	3.6	·	6	-9	-3	-10	0.1	-3	1
c1ccc(-c2nc3c4ccccc4ccn3c2CC2CCCCC2)cc1	·	·	-1.2	·	-24	·	32	·	4.4	-130	·
COC(=O)Cc1c(O)ccn(CCc2c[nH]c3ccccc23)c1=O	5	0	2.4	0	-21	1	-10	7	-0.6	12	2
CN1C(=O)c2cccc3c(S(=O)(=O)Nc4ccc(O)c(C(=O)O)c4)ccc1c23	1	0	0.0	4	-16	2	23	-13	0.0	2	12
CC(C)CC(=O)N1CCC(N2CCN(c3ccccc3)CC2)CC1	-9	10	-3.5	-2	-15	25	0	9	0.1	5	1
O=C(COC(=O)c1ccccc1Br)NCCC1=CCCCC1	-17	2	-0.5	-4	-23	-96	-30	-48	0.1	-33	-12
O=C(Nc1ccccc1F)c1ccc(CNS(=O)(=O)c2cccc(C(F)(F)F)c2)cc1	4	9	-1.0	-1	11	20	9	-30	-0.2	-1	1
COc1ccc(-c2nc(CSCC(=O)NC3CCN(Cc4ccccc4)CC3)c(C)o2)cc1OC	-1	0	0.1	1	3	18	-15	12	0.1	7	-13
CCN1CCN(c2ccc(S(=O)(=O)N3CCCCC3)cc2NC(=O)COc2ccc(F)cc2Cl)CC1	9	-7	-0.5	1	-22	47	15	-16	0.4	18	-28
Cc1ccc(S(=O)(=O)N2CCOCC2)cc1C(=O)NCC1CCCO1 (stereo not drawn)	-1	-1	-0.1	-3	26	-2	-5	-16	0.3	13	-3
CC(NC(=O)CCSCc1ccccc1F)c1ccccc1 (stereo not drawn)	-51	4	0.2	-3	-32	-81	-16	-43	0.0	-124	-9
Cc1cc(C)c(NC(=O)CN2C(=O)NC3(CCOc4ccccc43)C2=O)c(C)c1 (stereo not drawn)	-9	-5	0.8	5	4	1	-16	10	0.0	3	3
O=C(CCN1C(=O)C2C3CCC(C3)C2C1=O)OCC(=O)c1cccc([N+](=O)[O-])c1 (stereo not drawn)	-11	5	1.0	-2	-48	-6	-10	7	-0.2	10	-1
Cc1ccc(C)c(NS(=O)(=O)c2ccc(NC(=O)CSc3ccc(Cl)cc3)cc2)c1	5	-13	-0.5	0	10	12	-11	-4	0.1	11	-8
COc1ccc(N=C2SC(C(=O)Nc3ccc4c(c3)OCO4)CC(=O)N2C)cc1 (stereo not drawn)	7&-21	-41&-1	-0.4&-2.4	-1	-14&16	-3&-21	8&-16	4&3	-0.1&0.0	-16&-12	0&2
COc1ccc(-c2noc(-c3cc(C)cc(C)c3)n2)cc1OC	-14	3	0.8	0	-16	-56	-8	-12	-0.1	-124	9
COc1ccc(CC(=O)NNC(=O)c2ccco2)cc1	1	6	-0.5	0	-22	-14	17	-3	0.0	-14	3
CC(=O)Nc1ccc(SC[C@H](Cc2ccccc2)N2CCN(CC(C)C)CCC2=O)cc1	2	23	-1.6	-1	11	-11	-29	7	-0.1	-2	-8
O=C(CNCc1ccccc1Cl)Nc1ccc2c(c1)OCCO2	-84	-12	-0.7	-5	-43	-288	-24	-108	0.0	-300	3
O=C(COC(=O)c1ccccn1)c1ccc(Br)cc1	0	6	5.3	1	10	1	-8	9	0.2	-4	-4
CCc1ccccc1OCC(=O)Nc1ccc(N2CCCC2)cc1C	1	-46	0.2	·	13	17	-24	12	-0.2	1	2
CCOc1ccc(NC(=O)CSc2nc3ccccc3nc2N2CCCC2)cc1	7	-6	-0.8	5	-15	14	2	13	-0.5	-6	-9
O=C(Nc1ccc(F)cc1)C(c1ccccc1)N1CCN(S(=O)(=O)c2ccc3ccccc3c2)CC1 (stereo not drawn)	-6	-25	-1.3	-2	26	1	-3	14	0.5	2	12
O=C(CN1CCN(c2ccccn2)CC1)Nc1cc(F)ccc1F	-5	6	2.6	-1	-8	13	15	14	0.0	21	-7
N=c1ncn(Cc2ccccc2)c2nc(SCCOc3ccccc3)[nH]c12	5	-3	-0.9	-4	2	6	3	-14	0.0	6	8
Cc1sc(NC(=O)CN(CCc2ccccc2)C(=O)C2CC2)c(C(N)=O)c1C	10	-5	0.4	0	14	10	2	19	0.2	15	-20
Cc1ccc(/C=C2\SC(=S)N(CCC(=O)NNS(=O)(=O)c3ccc(C)cc3)C2=O)cc1	2	-20	-1.3	0	-15	-33	8	-8	-0.3	-7	5
CCOc1ccc(OCC(=O)c2c(O)c3ccccc3oc2=O)cc1	-1	9	-1.5	2	-36	-11	8	3	-0.1	-14	-6
CC(C)N1C(=O)CCC1C(=O)N1CCCc2ccccc21 (stereo not drawn)	5	2	-2.3	-6	6	7	12	6	-0.1	8	-5
CCn1c2ccccc2c2cc(NC(=O)COC(=O)c3cc(S(N)(=O)=O)c(Cl)cc3Cl)ccc21	2	-7	0.2	2	-15	-30	-46	-21	0.1	-16	-9
CN(C)S(=O)(=O)c1cccc(NC(=O)c2cccc(N3C(=O)CCC3=O)c2)c1	7	-7	0.1	·	2	15	3	-12	-0.3	9	-14
COc1ccc(S(=O)(=O)NC(=O)C2(C)CCN2C(=O)Cc2cccc3ccccc23)cc1 (stereo not drawn)	·	12	1.8	·	28	5	-16	-11	0.1	13	3
COCCn1c(-c2ccccc2)nc(=S)c2c1CC(C)(C)OC2	-3	-2	-2.5	6	0	-4	-8	6	-0.3	13	17
CCOC(=O)c1ccc(NC(=O)Nc2nncs2)cc1	·	66*	-2.6	·	-36	-268	12	-5	-0.1	-148	-22
O=C(c1ccco1)N1CCN(Cc2nc3cc(Cl)ccc3c(=O)[nH]2)CC1	5	8	-0.8	4	-21	8	-1	-3	0.2	15	2
CN=C(NC#N)NCCSCc1nc[nH]c1C	3	-4	0.7	2	0	3	0	-14	0.2	7	-28
CC(Oc1ccc2oc(-c3ccccc3)c(C(=O)O)c2c1)C(=O)O (stereo not drawn)	5	2	4.0	-5	-13	14	0	-15	-0.1	13	4
C[n+]1cc(-c2ccccc2)n2c1CCCCC2	6	-8	-1.3	0	-44	11	-9	33	-0.2	-2	7
CC(C)(C)OC(=O)NCCCCCNC(=O)c1nc[nH]c1C(=O)N1CCN(c2ccccc2)CC1	-4	-8	-2.3	·	-18	8	-5	8	-0.2	8	-10
CCCC(=O)Nc1cc(Cl)ccc1N1CCN(C(=O)CC)CC1	10	-1	0.3	6	-4	15	-6	-19	0.4	-4	7
COC(=O)c1c(C)[nH]c(C(=O)OCC(=O)c2c(N)n(CC(C)C)c(=O)n(C)c2=O)c1C	-2	-29	4.4	·	-8	-1	24	68	0.1	-5	0
COC(=O)c1sccc1NC(=O)c1ccccc1Br	-14	5	3.1	0	-3	17	3	28	-0.1	9	3
Cc1cccn2cc(CNC(=O)C3CCCCC3)nc12	9	7	1.3	-4	-16	15	8	12	0.0	-2	3
CSc1ccccc1OCc1cc(C(=O)N2CCN(Cc3nccn3C)CC2)no1	3	24	-0.5	-1	1	-1	9	-1	-0.1	-6	-8
O=C(Nc1nnc(COc2ccc(Cl)cc2)s1)c1ccco1	0	19	0.1	1	-8	-3	2	16	-0.1	8	-1
Brc1ccc(C2=Nn3c(nnc3-c3n[nH]c4c3CCC4)SC2)cc1	16	-62	-1.0	7	17	18	60*	-24	-0.6	22	8
C=CCOc1ccc(/C=C/C(=O)OCC(=O)NCc2cccc(OC)c2)cc1	-13	-50	-0.4	3	-6	12	-26	-33	0.5	0	8
O=C(O)c1ccccc1N/N=C/C1=C(N2CCOCC2)C(=C\c2ccccc2)/CC1	-3	-30	-0.7	1	-45	-50	-2	-6	-0.1	-98	-5
O=C(NCCN1CCN(c2cccc(Cl)c2)CC1)C1CCCN(S(=O)(=O)c2cnc[nH]2)C1 (stereo not drawn)	4	-1	0.3	-1	-17	8	2	-8	-0.1	2	-4
